NTR1 ag: agonists of NTR1, primary screen, imaging, U2OS cells, beta-arrestin-GFP, high content (AID 493036) | activation, % at 20 µM | hit rate 0.17% among 330,000 | NTR1-U2OS beta-arrestin-GFP spot imaging, agonist mode;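 active means activation at or above 40% of the spot to cytoplasm intensity ratio, with at least 20 cells analyzed; inconclusive means wells under 20 cells, flagged as cytotoxic or low count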;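 further: 0% = DMSO without peptide and 100% = 100 nM NTR1 peptide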
Target sequence (P30989 whole entry, looked up): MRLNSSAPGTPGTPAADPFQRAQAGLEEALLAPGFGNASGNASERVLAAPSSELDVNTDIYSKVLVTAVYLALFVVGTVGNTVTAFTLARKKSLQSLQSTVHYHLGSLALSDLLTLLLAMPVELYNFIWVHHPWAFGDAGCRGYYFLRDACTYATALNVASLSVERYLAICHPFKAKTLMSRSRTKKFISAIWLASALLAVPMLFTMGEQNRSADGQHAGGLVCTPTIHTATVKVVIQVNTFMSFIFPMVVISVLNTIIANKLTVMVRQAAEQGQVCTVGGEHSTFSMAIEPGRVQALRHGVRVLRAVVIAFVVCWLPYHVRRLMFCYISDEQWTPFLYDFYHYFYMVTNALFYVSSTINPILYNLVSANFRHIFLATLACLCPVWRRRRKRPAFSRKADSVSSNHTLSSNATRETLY
Myeloid diff MLP: induction of myeloid progenitor differentiation, primary screen, cell-based, flow cytometry, MLPCN library | hit rate 1% among 360,000 | calls only at 10 µM | ER-HoxA9 myeloid progenitors, lysozyme-GFP differentiation;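 active means normalized GFP-positive differentiation at or above the plate's own cutoff, the solvent-only control mean plus 3 SD; inconclusive means no clear call, values can overlap the other calls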;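 further: cells exposed to compound for four days before flow analysis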
TNAP activators: human TNAP enzyme activators, primary screen, biochemical, luminescent, no phosphate acceptor, uHTS (AID 1001); Alkaline phosphatase, tissue-nonspecific isozyme (Homo sapiens); one-dose activation fold at 20 µM; EC50 in µM for titrated hits; hit rate 0.03% among 200,000; purified TNAP, luminescent activation assay, no phosphate acceptor; higher activation fold means a stronger effect; in the data active means activation fold from about 3, or a potency from the dose series; inactive means the rest, 99 in 100 with activation fold below about 1.6; further: many of its hits are not listed in these tables
K1F lysis inhibition: inhibition of K1F phage lysis, E. coli UTI89, bacterial capsule biogenesis inhibitors, alamar blue (AID 488966) | E. coli UTI89 K1F phage lysis, alamar blue, 2 h; higher % means a stronger effect | one-dose inhibition, % at 100 µM; IC50 in µM for titrated hits | hit rate 0.02% among 340,000;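 active means phage lysis inhibition, versus mean bacterial control, above a set limit; inconclusive means no clear call, values can overlap the other calls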;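 further: capsule biogenesis inhibitors block K1F phage lysis so surviving cells raise fluorescence; higher fluorescence means more inhibition of phage lysis; actives were called in the ten point dose series up to 300 µM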
Salmonella PhoP GFP: inhibitors of PhoP regulon expression, primary screen, Salmonella Typhimurium, GFP reporter (AID 1863) | S. Typhimurium PhoP-regulated promoter GFP reporter, 4 h; higher % means a stronger effect | inhibition, % at 50 µM; hits with a dose series show IC50 in µM | hit rate 0.16% among 300,000;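 active means inhibition over 29.93%, a cutoff 3 SD above the screen mean, later confirmed by dose response; inconclusive means inhibition over 29.93% but no dose response follow-up; inactive means inhibition at most 29.93% or unconfirmed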;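 further: 0% = low Mg2+ inducing control and 100% = high Mg2+ repressing control; strong numbers were not always called active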
Rac1 GTP hydrolysis: MgcRacGAP GTPase-activating activity inhibitors, confirmation, biochemical, ADP Hunter fluorescence; AID 624330, 2012; hit rate 0.6% among 340,000; one-dose inhibition, % at 30 µM; IC50 in µM for titrated hits; MgcRacGAP-stimulated Rac1 GTP hydrolysis, ADP Hunter fluorescence; higher % means a stronger effect; GST-tagged Rac1 F28L mutant substrate;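 active means first-screen hits whose inhibition reached a set limit at any dose in the follow-up dose series; inconclusive means inhibition above the set first-screen limit but never retested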;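 further: fluorescence reports GDP produced by GAP-driven GTP hydrolysis; strong numbers were not always called active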
SV40 large T antigen: SV40 large T antigen inhibitors, biochemical (AID 1903) | SV40 large T antigen ATPase/helicase inhibition assay; higher % means a stronger effect | inhibition, % at 20 µM; hits with a dose series show IC50 in µM | hit rate 0.39% among 310,000; in the data active means a potency from the dose series; inconclusive means inhibition mostly from about 32% at the one dose, without a potency; inactive means the rest, 99 in 100 with inhibition below about 32%; further: strong numbers were not always called active
T cell modulator: modulators of CD8 T cell-vesicle binding, primary screen, mouse 2C CD8+ T cells, flow cytometry | calls only at 7 µM | AID 2052, 2009 | hit rate 0.068% among 330,000 | 2C CD8+ T cell-vesicle binding; stronger effect = lower value;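 active means response, share of CD8 T cells binding vesicles, and their 90th percentile fluorescence all below set limits, cut at about 80% in these data, passing the limit was not always enough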
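Also added: QL9-peptide-loaded Drosophila micro-vesicles bearing Ld, ICAM-1 and B7-1; Test system: purified 2C TCR transgenic mouse naive CD8+ T cells; Measured by: cytometric PE anti-B7-1 and Alexa647 anti-CD8 signals after 1% paraformaldehyde fixation; Timing: binding step 1.5 h, 37 °C, antibody labelling 20 min, ice.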
RSV CPE inhibition: RSV antiviral activity via CPE protection, HEp-2 cells, primary 10 µM value included (AID 2391). HEp-2 cells, RSV-induced CPE inhibition; higher % means a stronger effect. CPE inhibition, % at 10 µM; hits with a dose series show IC50 in µM. hit rate 0.13% among 310,000; in the data active means a potency from the dose series; inconclusive means CPE inhibition mostly from about 23% at the one dose, without a potency; inactive means the rest, 99 in 100 with CPE inhibition below about 21%; further: strong numbers were not always called active
T cell modulator vesicle-bound %: recorded beside T cell modulator, whose call it bears; double positive events, %; measured here: CD8+ vesicle-bound cell fraction;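 binding gate set so that unloaded-vesicle control wells show 10% double positive cells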
NTR1 ag cell count 20 µM: further read-out of NTR1 ag, marked with its call; cell count; measured here: cell count, cytotoxicity flag
Myeloid diff MLP GFP+ MAC1+ %: recorded beside Myeloid diff MLP, whose call it bears; GFP+ MAC1+ double positive, %; measured here: differentiation confirmed by MAC1 staining
The depositor's hits bear a star; i = inactive; ? = inconclusive; / = not tested or not shown; + = active, no number; [ ] = another dose, or the depositor's remark. Outcome played no part in choosing rows; any-hit rate near 2.3%.

SMILES	NTR1 ag	NTR1 ag cell count 20 µM	Myeloid diff MLP	Myeloid diff MLP GFP+ MAC1+ %	TNAP activators	K1F lysis inhibition	Salmonella PhoP GFP	Rac1 GTP hydrolysis	SV40 large T antigen	T cell modulator	T cell modulator vesicle-bound %	RSV CPE inhibition
Cc1cc(C)n2nc(Cc3ccccc3)nc2n1	0.6	57	i	0.6	1.1	0.4%	-2%	3%	0%	i	50	0.5%
COC(=O)c1ccc2c(c1)NC(=O)C1CCCN21 (centres undefined)	5.1	47	i	5.5	/	/	-10%	/	20%	i	62	0.3%
CC(=O)N1CCN(C(=O)CCc2nc3ccccc3c(=O)[nH]2)CC1	-1.2	52	+	15*	1.1	1.6%	-5%	0%	9%	i	40	0.8%
Cc1ccc(S(=O)(=O)N2c3ccc(S(N)(=O)=O)cc3CC2C)cc1 (centres undefined)	1.0	84	i	0.2	1.1	0.1%	8%	4%	15%	i	57	3.6%
Cc1ccc(SCc2nc(-c3ccncc3)no2)cc1	-0.5	68	i	0.7	1.1	0.1%	5%	12%	-1%	i	34	7.5%
C=CCN1CC(O)=C(c2nc3ccccc3[nH]2)C1=N	-2.0	76	i	0.9	2.5	0.1%	-4%	11%	26%	i	56	0.5%
CCOCCCNC(=O)C(c1ccc(C)cc1)N(Cc1cccs1)C(=O)CNC(C)=O (centres undefined)	1.3	59	i	3.1	1.1	1.5%[50 µM]	-1%	-1%	3%	i	49	1.6%
CC(C)N=C(NS(=O)(=O)c1cccs1)c1ccccc1	1.4	86	i	1.4	/	0.0%	1%	9%	10%	i	37	2.2%
COc1ccc(CNC(=O)[C@H](C)N2C(=O)N3CCc4c([nH]c5ccc(OC)cc45)[C@@]3(C)C2=O)cc1	-0.9	78	i	1.9	/	6.5%	11%	-3%	4%	i	48	1.6%
CCOCCCNC(=O)C1c2ccccc2C(=O)N2CCc3ccccc3C12 (centres undefined)	-0.6	82	i	1.9	1.1	1.7%	17%	6%	1%	i	5	-1.0%
CC(OC(=O)c1cccc(S(=O)(=O)N2CCN(C)CC2)c1)C(=O)Nc1ccc(C(N)=O)cc1 (centres undefined)	4.4	69	i	0.3	/	0.5%[50 µM]	/	4%	/	i	42	0.5%
CCOc1c(OC)cccc1C1CC(=O)Nc2cc3c(cc21)OCCO3 (centres undefined)	2.7	80	i	4.5	1.1	-0.7%	15%	9%	18%	i	50	1.6%
COc1ccc2nc(NC(=O)CN3C(=O)NC4(CCCC4)C3=O)sc2c1	-1.9	66	i	0.8	/	1.3%[50 µM]	-8%	2%	7%	i	30	-0.8%
O=C1CCCN1CN(C(=O)c1ccc2c(c1)OCO2)c1ccc(F)cc1	0.5	65	i	1.3	1.1	-0.2%	0%	7%	3%	i	32	1.1%
COc1ccc(NN=Nc2ccc([N+](=O)[O-])cc2)cc1	1.0	59	i	0.4	/	1.2%	5%	25%	11%	i	53	2.1%
Cc1cc(-c2ccccc2)nc(Cl)c1C#N	-0.5	48	i	0.1	1.1	5.6%	1%	5%	24%	i	40	10%
CC1(C)NC(=O)N(CCSc2ccc(Cl)cc2)C1=O	4.5	76	i	0.6	1	0.7%	4%	3%	17%	i	56	3.3%
CN(CC(=O)Nc1cccc(F)c1)C(=O)c1cc2c(s1)CCCCC2	6.0	81	i	0.2	/	2.0%[50 µM]	-10%	4%	14%	i	41	0.2%
Cc1ccc(Cl)cc1C1=CC(=O)C[C@H](c2ccc(F)cc2)C1	3.0	61	i	0.3	/	0.5%	/	9%	/	i	22	5.6%
Cc1ccc(NC(=O)C2CCN(S(=O)(=O)c3ccc4c(c3)NC(=O)C(C)S4)CC2)cc1C (centres undefined)	1.1	57	i	1.3	/	4.4%	-4%	8%	-2%	i	15	1.9%
O=C(NCCc1cccc(Cl)c1)c1ccc(OC2CCN(Cc3ccccn3)CC2)cc1	3.9	63	?	/	/	0.3%	/	4%	/	/	/	/
O=C(CNc1ccccc1N1CCCC1=O)Nc1cc(C(F)(F)F)ccc1-n1cncn1	1.1	73	i	0.5	/	1.2%[50 µM]	/	4%	/	/	/	/
CN(CC(=O)Nc1ccccc1C(F)(F)F)Cc1c(O)ccc2ccccc12	1.8	30	i	1.6	/	-0.1%	2%	2%	16%	i	18	1.1%
Cc1ccc(OCc2n[nH]c(=S)n2-c2ccccc2)cc1C	1.4	49	i	0.0	1.3	1.4%	1%	2%	16%	i	66	0.3%
CCOc1cccc(Oc2ncccc2C(=O)/C(C#N)=C/N(C)C)c1	-1.2	72	i	1.6	1	0.9%	-1%	8%	0%	i	45	0.2%
COc1ccc(Cl)cc1NC(=O)COC(=O)c1ccc(Cl)nc1	1.1	58	i	0.2	/	0.5%[50 µM]	/	1%	/	i	34	2.7%
COc1ccc(Cc2nnn(CC(=O)O)n2)cc1	-0.1	77	i	0.8	1.1	0.1%	-9%	5%	1%	i	60	2.0%
c1ccc2c(-c3[nH]ncc3CNCCCn3ncc4ccccc43)cccc2c1	-0.6	50	i	0.7	1	-0.5%	3%	3%	-4%	i	58	20%
CCCCC1NC(=S)N(C2CCCCC2)C1=O (centres undefined)	4.2	43	i	0.7	1.2	5.2%	-4%	5%	-2%	i	46	1.3%
CCOc1ccc(NC(=S)N/N=C(\C)Cc2ccc(OC)cc2)cc1	-0.3	47	i	0.5	1.1	2.4%	19%	-2%	10%	i	34	0.5%
O=C(O)C1=NN(c2c(F)c(F)cc(F)c2F)C(=O)CC1	-0.1	79	i	0.3	/	0.1%	3%	/	2%	i	63	1.9%
Cc1cccc(NC(=O)CCNC(=O)c2ccccc2Cl)n1	-0.4	74	i	1.0	/	-0.8%[50 µM]	-3%	1%	-10%	i	23	0.2%
O=C(NCC1COc2ccccc2O1)C1CCCN(S(=O)(=O)c2cccc3nsnc23)C1 (centres undefined)	1.8	68	i	0.5	1.1	-1.1%	-19%	8%	-1%	i	30	3.0%
CC(=O)N1c2ccc(S(=O)(=O)N3CCC(C(=O)N4CCN(c5ccccc5)CC4)CC3)cc2CC1C (centres undefined)	0.3	68	i	0.0	/	0.0%	0%	8%	9%	i	21	20%
O=C(/C=C/Nc1ccc(F)cc1Br)c1ccccc1	-1.3	50	i	0.8	1.1	0.9%	-8%	8%	9%	i	52	1.6%
CCN(CC)S(=O)(=O)c1ccc(C(=O)NC2=C(C(=O)OC)SCC2)cc1	-0.3	61	i	7.1	1.1	3.1%	-3%	-2%	/	i	9	1.7%
Cc1ccc(NC(=O)CCN2C(=O)c3ccccc3Sc3ncccc32)cc1	-0.5	60	?	/	/	-0.1%	-3%	1%	9%	i	20	/
S=c1[nH]nc(-c2cc(-c3ccccc3)n[nH]2)n1/N=C/c1ccc(Cl)cc1	19	46	i	0.2	/	1.0%	-16%	13%	17%	i	23	/
COc1cccc(/C=C/c2n[nH]c(=O)c(C#N)c2C)c1	2.9	57	i	0.6	/	0.2%	2%	6%	3%	i	20	?
Cc1cc(C)cc(NC(=O)COC(=O)CCc2ccc(S(=O)(=O)N3CCOCC3)cc2)c1	1.3	38	i	0.8	1.1	-0.2%	15%	4%	3%	i	7	-0.8%

Quoted from the listing:
O=C(O)C1=NN(c2c(F)c(F)cc(F)c2F)C(=O)CC1 – T cell modulator vesicle-bound % = 63
O=C(/C=C/Nc1ccc(F)cc1Br)c1ccccc1 – NTR1 ag = -1.3

(next part)
SMILES	NTR1 ag	NTR1 ag cell count 20 µM	Myeloid diff MLP	Myeloid diff MLP GFP+ MAC1+ %	TNAP activators	K1F lysis inhibition	Salmonella PhoP GFP	Rac1 GTP hydrolysis	SV40 large T antigen	T cell modulator	T cell modulator vesicle-bound %	RSV CPE inhibition
CC(NS(=O)(=O)c1ccc2c(c1)OCCO2)c1ccccc1 (centres undefined)	-0.9	24	i	0.1	1.1	-0.5%	6%	4%	10%	i	48	0.2%
O=C(Nc1cccc(F)c1)Nc1cccc(Cl)c1	5.0	45	i	0.4	/	0.5%	1%	7%	13%	i	68	3.7%
Cc1ccc(/C=N/NC(=O)CSc2nc3ccccc3s2)o1	4.9	93	i	0.0	1.1	4.3%	-7%	4%	6%	i	60	1.2%
COCCCN(C(=O)c1ccco1)c1nc(-c2ccc(OC)cc2)cs1	3.1	52	i	0.5	/	-2.0%	-5%	7%	8%	i	68	7.2%
COc1ccc(C2CC(=O)c3c([nH]c(C(=O)OC(C)C)c3C)C2)cc1OC (centres undefined)	2.9	63	i	0.3	1	0.2%	-5%	4%	-54%	i	8	11%
COc1ccc(-c2noc(-c3ccccc3C(=O)Nc3cccc(OC)c3)n2)cc1	1.1	33	i	1.1	1.1	-1.7%[50 µM]	8%	1%	11%	i	29	2.4%
CCOC(=O)c1sc(=S)n(-c2ccccc2)c1NC(C)=O	-0.7	59	i	0.4	/	0.3%	-8%	12%	12%	i	39	0.8%
COC(=O)C1CCN(C(=O)Nc2ccccc2)CC1	-1.5	96	i	0.1	1.1	-0.2%	-2%	11%	5%	i	58	0.8%
COc1ccc(NC(=O)CCNC(=O)C2CCN(S(=O)(=O)c3ccc(OC)cc3)CC2)cc1	0.1	60	i	0.8	/	0.2%	-8%	-3%	10%	i	23	0.7%
CC(C)C(=O)N1CCC(Cc2ccccc2)CC1	-0.4	44	i	0.7	/	0.3%	1%	6%	12%	i	29	0.2%

Three compounds from above, arranged by SMILES length, ascending:
SMILES	NTR1 ag	NTR1 ag cell count 20 µM	Myeloid diff MLP	Myeloid diff MLP GFP+ MAC1+ %	TNAP activators	K1F lysis inhibition	Salmonella PhoP GFP	Rac1 GTP hydrolysis	SV40 large T antigen	T cell modulator	T cell modulator vesicle-bound %	RSV CPE inhibition
CC(C)C(=O)N1CCC(Cc2ccccc2)CC1	-0.4	44	i	0.7	/	0.3%	1%	6%	12%	i	29	0.2%
Cc1ccc(/C=N/NC(=O)CSc2nc3ccccc3s2)o1	4.9	93	i	0.0	1.1	4.3%	-7%	4%	6%	i	60	1.2%
COc1ccc(C2CC(=O)c3c([nH]c(C(=O)OC(C)C)c3C)C2)cc1OC (centres undefined)	2.9	63	i	0.3	1	0.2%	-5%	4%	-54%	i	8	11%

Screens (PubChem)
